# High-throughput results: PubChem BioAssay, The Scripps Research Institute Molecular Screening Center
# M1 PAM – human CHRM1 positive allosteric modulation. hit rate 0.088% among 360,000. P11229. CHO-K1 hM1, Fluo-8 calcium fluorescence, ACh EC20; 0% = ACh EC20, 100% = maximal ACh. activation, % at 3 µM; in the data active means activation above about 19%, passing the limit was not always enough
# M5 PAM – positive allosteric modulators of human muscarinic M5 receptor | activation, % at 3 µM | CHO-K1 hM5, Fluo-8 calcium, ACh EC20 PAM; 0% = ACh EC20, 100% = ACh EC100 | AID 624038 | hit rate 0.3% among 360,000;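 active means activation above the run cutoff, the mean activation of all test compounds plus 3 SD, cut at about 18% in these data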
# Target sequence (P08912 whole entry, looked up): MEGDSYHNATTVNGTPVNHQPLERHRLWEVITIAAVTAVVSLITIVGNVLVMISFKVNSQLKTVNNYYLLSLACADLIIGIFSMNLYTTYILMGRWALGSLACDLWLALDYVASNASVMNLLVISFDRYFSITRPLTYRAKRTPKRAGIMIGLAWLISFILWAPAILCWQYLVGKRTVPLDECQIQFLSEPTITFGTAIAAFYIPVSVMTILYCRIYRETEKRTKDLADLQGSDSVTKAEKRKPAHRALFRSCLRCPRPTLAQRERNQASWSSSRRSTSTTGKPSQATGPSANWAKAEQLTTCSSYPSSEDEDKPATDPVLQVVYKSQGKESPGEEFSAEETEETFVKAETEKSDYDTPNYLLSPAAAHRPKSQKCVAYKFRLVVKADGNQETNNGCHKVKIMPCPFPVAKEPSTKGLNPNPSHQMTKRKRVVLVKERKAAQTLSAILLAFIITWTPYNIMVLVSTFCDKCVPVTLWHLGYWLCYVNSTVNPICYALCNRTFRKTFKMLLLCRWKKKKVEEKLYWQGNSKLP
#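 System – CHO-K1 hM5 cells · Compound – 3 µM, single dose · Incubation – compound preincubation 140 s before EC20 acetylcholine addition · Technique – Fluo-8 calcium fluorescence · Measure – Max/basal fluorescence ratio as % of EC20–EC100 ACh window · Benchmarks – low control EC20 acetylcholine (0%), high control EC100 acetylcholine (100%) · Replication – singlicate, one well per test compound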
# M1 antag – blocks human M1 muscarinic receptor | hit rate 1.3% among 360,000 | CHO-K1 hM1, Fluo-8 calcium fluorescence, ACh EC80 antagonist | inhibition, % at 3 µM;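 active means percent inhibition above its own plate's cutoff, namely the mean of that plate's compound wells plus 3 SD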;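 further: peak over basal fluorescence ratio during 140 s after agonist addition; 0% = ACh EC80 plus DMSO and 100% = DMSO alone without agonist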
# TAAR1 agonist – agonists of human TAAR1; hit rate 0.99% among 360,000; CHO RD-HGA16 TAAR1, Fluo-8 calcium fluorescence; vehicle wells 0%, saturating PEA agonist 100%; activation, % at 3 µM; AID 624467; Q96RJ0;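 active means activation above the mean activation of all test compounds in the run plus 3 SD, cut at about 38% in these data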
#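 Test system: RD-HGA16 (CHO) cells co-expressing Gα16 and hTAAR1; dosing: one-point dosing at 3 µM (nominal); timing: 17-24 h seeding, 75 min 37 °C dye, 30 min RT; signal: kinetic Fluo-8 calcium fluorescence; read-out basis: % activation relative to PEA EC100 response; controls: DMSO and PEA EC100; replicates: n 1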
# CHRM1 agonist – human M1 muscarinic receptor agonism | P11229 | CHO-K1 hM1, Fluo-8 calcium fluorescence, agonist mode; 0% DMSO, 100% acetylcholine EC100 | activation, % at 3 µM | hit rate 0.33% among 360,000;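 active means activation above the run's mean compound activation plus 3 SD, cut at about 16% in these data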;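 further: peak over basal fluorescence ratio within a 140 s kinetic read after compound addition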
# CHRM5 antagonist – CHRM5 antagonism in calcium assay; hit rate 0.59% among 360,000; P08912; CHO-hM5 cells, Fluo-8 calcium fluorescence, ACh EC80; inhibition, % at 3 µM; AID 624040;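 active means inhibition above a per-plate cutoff, the mean of that plate's test compounds plus 3 SD, cut at about 27% in these data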;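 further: 0% = acetylcholine EC80 with DMSO and 100% = DMSO without agonist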
# CHRM4 agonist – CHRM4 agonism in calcium assay | P08173 | CHO-K1 hM4/Gqi5, Fluo-8 calcium fluorescence; vehicle 0%, full acetylcholine response 100% | activation, % at 3 µM | hit rate 0.14% among 360,000;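 active means activation above the run mean over all test wells plus 3 SD, cut at about 32% in these data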;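 further: peak over basal fluorescence ratio per well then scaled between controls; 0% = DMSO wells and 100% = acetylcholine at EC100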
# M5 ag – agonists of human muscarinic M5 receptor (CHRM5) | CHO-K1 hM5 cells, Fluo-8 calcium fluorescence; 0% DMSO wells, 100% maximal acetylcholine response | P08912 | hit rate 0.19% among 360,000 | AID 624037 | activation, % at 3 µM;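 active means activation above the run's mean over test compounds plus 3 SD, cut at about 23% in these data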;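 further: signal is peak over basal fluorescence ratio across the kinetic read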
# CHRM4 antagonist – blocks acetylcholine activation of human M4 receptor | AID 624125 | inhibition, % at 3 µM | P08173 | CHO-hM4 cells, ACh EC80, Fluo-8 calcium fluorescence | hit rate 0.73% among 360,000;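 active means inhibition above its plate's cutoff, the mean inhibition of sample wells plus 3 SD, cut at about 27% in these data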;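 further: 0% = acetylcholine EC80 with DMSO and 100% = DMSO without agonist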
# Active calls of the source: *. These rows are one share of the data; rates above refer to the full screens.
SMILES,M1 PAM,M5 PAM,M1 antag,TAAR1 agonist,CHRM1 agonist,CHRM5 antagonist,CHRM4 agonist,M5 ag,CHRM4 antagonist
CC(=O)c1ccc(OCC(=O)NC(=O)NC2CCCCC2)cc1,-7.8,-10.9,12.1,8.7,1.1,12.2,13.9,3.3,0.4
CC1(c2ccc3c(c2)OCCO3)NC(=O)N(CC(=O)Nc2ccccc2SCC#N)C1=O (stereo unspecified),-0.1,0.6,3.8,28.6,6.9,1.8,6.2,5.6,7.2
O=C(CSc1nnc(NC(=O)C2CC2)s1)Nc1ccc(F)cc1,11.1,3.6,-17.5,1.6,1.3,-7.1,1.0,-0.1,-3.5
CC1CCN(c2c(NCC3CCC(C(=O)NCc4ccc(F)cc4)CC3)c(=O)c2=O)CC1 (stereo unspecified),7.0,6.0,-13.8,3.6,-2.9,4.2,0.8,-1.3,0.0
Cc1cc(C)c2sc(N(CCN(C)C)C(=O)c3cc(Cl)sc3Cl)nc2c1,11.8,10.9,-21.1,0.2,-3.9,-5.0,1.6,-12.0,10.0
O=C(c1c[nH]c2ccc(S(=O)(=O)N3CCOCC3)cc2c1=O)N1CCCC1,4.8,2.1,-1.1,7.9,-0.5,-5.4,0.6,-0.5,-10.4
COc1ccc([N+](=O)[O-])cc1NC(=O)c1cccs1,-3.1,4.9,1.6,1.5,-7.8,0.9,0.8,-1.6,-6.2
COc1ccccc1N1CCN(C2CC(=O)N(c3ccc(Cl)cc3)C2=O)CC1 (stereo unspecified),13.0,5.5,-19.6,0.4,-4.4,-0.2,0.4,-1.5,-5.1
CCOc1cc(/C=N/NC(=O)CNc2cccc(C)c2)ccc1OC(=O)c1ccccc1,7.7,8.0,-3.0,13.2,3.5,1.7,4.1,7.8,5.3
CC1CC(C)CN(CCCNC(=O)Cn2ncc3c(=O)oc4ccccc4c32)C1 (stereo unspecified),5.5,1.3,-13.0,2.5,-11.9,-0.3,0.3,-1.2,-16.4
CCCCN1C=CC(=C2N=c3cccc([N+](=O)[O-])c3=N2)C=C1,5.2,-1.7,-9.7,0.7,-8.6,5.4,-0.4,-1.4,-1.8
CCC1(C)Cc2c(sc3[nH]c(=O)[nH]c(=O)c23)CS1 (stereo unspecified),3.3,-5.1,-14.1,12.0,1.2,-0.9,0.8,1.5,2.9
CCSc1nnc(CNc2ccc(C)cc2)n1C,6.1,-8.6,-2.6,0.4,-6.4,4.7,1.2,-2.0,-9.2
Cc1ccc(C2=NC3(CCCC3)NC2=S)cc1,5.2,-2.8,-13.5,-2.9,-6.6,8.2,0.2,1.0,-3.0
O=C(C1=C(Nc2ccccc2)c2ccccc2S(=O)(=O)N1)c1ccccc1,13.6,0.1,-16.7,9.5,-2.6,1.2,0.8,-2.7,-1.6

# A draw from above in order of heavy-atom count, largest number first:
SMILES,M1 PAM,M5 PAM,M1 antag,TAAR1 agonist,CHRM1 agonist,CHRM5 antagonist,CHRM4 agonist,M5 ag,CHRM4 antagonist
CC1(c2ccc3c(c2)OCCO3)NC(=O)N(CC(=O)Nc2ccccc2SCC#N)C1=O (stereo unspecified),-0.1,0.6,3.8,28.6,6.9,1.8,6.2,5.6,7.2
CC1CC(C)CN(CCCNC(=O)Cn2ncc3c(=O)oc4ccccc4c32)C1 (stereo unspecified),5.5,1.3,-13.0,2.5,-11.9,-0.3,0.3,-1.2,-16.4
COc1ccccc1N1CCN(C2CC(=O)N(c3ccc(Cl)cc3)C2=O)CC1 (stereo unspecified),13.0,5.5,-19.6,0.4,-4.4,-0.2,0.4,-1.5,-5.1
O=C(c1c[nH]c2ccc(S(=O)(=O)N3CCOCC3)cc2c1=O)N1CCCC1,4.8,2.1,-1.1,7.9,-0.5,-5.4,0.6,-0.5,-10.4
Cc1cc(C)c2sc(N(CCN(C)C)C(=O)c3cc(Cl)sc3Cl)nc2c1,11.8,10.9,-21.1,0.2,-3.9,-5.0,1.6,-12.0,10.0
CCCCN1C=CC(=C2N=c3cccc([N+](=O)[O-])c3=N2)C=C1,5.2,-1.7,-9.7,0.7,-8.6,5.4,-0.4,-1.4,-1.8
CCSc1nnc(CNc2ccc(C)cc2)n1C,6.1,-8.6,-2.6,0.4,-6.4,4.7,1.2,-2.0,-9.2

# Other compounds.
SMILES,M1 PAM,M5 PAM,M1 antag,TAAR1 agonist,CHRM1 agonist,CHRM5 antagonist,CHRM4 agonist,M5 ag,CHRM4 antagonist
O=C(N/N=C\c1ccc(-c2ccccc2[N+](=O)[O-])o1)C1COc2cc3ccccc3cc2O1 (stereo unspecified),-1.9,-3.7,-5.8,0.7,-1.7,5.4,2.6,-1.0,-4.9
COC1CCCN(C(=O)c2ccc3nc(Cc4cccc(Cl)c4)oc3c2)C1 (stereo unspecified),3.3,2.8,-8.9,2.2,-2.0,4.1,2.2,-0.2,-4.0
NNC(=O)c1ccc(Cn2cccn2)o1,12.4,0.0,-24.9,3.6,-2.4,1.1,0.7,-0.7,-7.5
O=C(CN(Cc1ccc(Br)cc1)S(=O)(=O)c1ccccc1)NCc1ccccn1,-0.6,-6.7,-1.7,2.7,-3.4,9.1,5.6,-2.6,-1.8
O=C(CCn1c(=S)oc2ccccc21)NC1CCCCCCC1,2.5,2.3,-3.0,1.5,-3.2,1.0,0.8,-4.8,-3.8
COCCNC(=O)CSc1nc(N)c(NC(=O)c2ccccc2F)c(=O)[nH]1,17.1,6.0,-3.8,2.6,2.8,-1.4,0.8,2.4,2.8
C/C(O)=c1/c(=O)nc2cccc3c2=c1c1ccccc1c3=O,3.4,-1.3,-19.0,4.6,-1.8,7.1,1.1,1.5,-3.5
Cc1cccc(NC(=S)N(CCc2nc3cc(C)c(C)cc3[nH]2)Cc2cccnc2)c1,-6.1,-9.7,9.1,8.2,-6.0,5.3,0.5,0.6,9.7
CCOc1ccc(N=Cc2ccccc2O)cc1,6.2,9.1,-6.8,-0.1,-4.0,3.8,0.4,2.7,-2.4
O=C(O)CC1(CC(=O)NCc2cccc(Cl)c2)CCCCC1,13.2,2.0,-15.3,-0.7,-5.8,-3.5,0.5,-3.6,3.6
O=[N+]([O-])c1cccc(/C=N/Nc2nc(NCc3ccccc3)nc(N3CCOCC3)n2)c1O,7.3,-2.8,-8.1,67.0*,11.2,13.8,46.2*,10.6,-0.8
CN(C)CCCn1c(NC(=O)C2CCCCC2)nc2ccccc21,5.0,4.6,-29.6,-0.9,4.5,-7.1,1.4,1.9,-12.6
Cc1cc(C)cc(NC(=O)C(=O)NCCCN2CCCC2=O)c1,11.4,-1.5,-16.9,0.2,-1.6,9.1,0.0,2.0,3.9
